Bioassay records (PubChem)
D1 potentiator: human D1 dopamine receptor positive modulation; HEK293 TREx D1 cells, calcium flux, dopamine EC20 potentiation; P21728; 360,000 compounds, 0.036% hits; AID 504651; potentiation, % at 10 µM; in the data active = potentiation above about 30%; note: 0% is about no effect
D1 agonist: agonists of human D1 dopamine receptor | P21728 | HEK293 T-REx D1 cells, calcium flux, agonist mode | AID 504660 | 360,000 compounds, 1% hits | activation, % at 2 µM; in the data active = activation above about 30%; note: 0% is about no effect
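Inducible HEK293 T-REx D1 cells, force-coupled to calcium signalling, were plated at 4000 cells/well with tetracycline and held overnight at 30 C. After no-wash calcium dye loading, compound-evoked calcium rise over 180 s flagged agonists.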
D1 antag: blocks dopamine activation of the human D1 receptor. P21728. 360,000 compounds, 3.2% hits. activity change, negative = inhibition, % at 10 µM. HEK293 TREx D1 cells, calcium flux, dopamine EC80; stronger effect = lower value. AID 504652; in the data active = activity change below about -30%; note: % is set by controls: 0 for no effect and ±100 for the full control effect
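Inducible Hek293 Trex D1 cells (tetracycline, overnight, 30 C). Calcium dye 30–90 min RT. Antagonist mode: EC80 dopamine added after 180 s compound read.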
D2 potentiator: D2 dopamine receptor (human) potentiation; 340,000 compounds, 0.34% hits; potentiation, % at 10 µM; HEK293 T-REx D2, calcium flux, EC20 dopamine potentiation; AID 485347; P14416;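 active = potentiation over 3 SD above the plate norm, cut at about 30% in these data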; note: 0% is about no effect
Target sequence (P14416 whole entry, looked up): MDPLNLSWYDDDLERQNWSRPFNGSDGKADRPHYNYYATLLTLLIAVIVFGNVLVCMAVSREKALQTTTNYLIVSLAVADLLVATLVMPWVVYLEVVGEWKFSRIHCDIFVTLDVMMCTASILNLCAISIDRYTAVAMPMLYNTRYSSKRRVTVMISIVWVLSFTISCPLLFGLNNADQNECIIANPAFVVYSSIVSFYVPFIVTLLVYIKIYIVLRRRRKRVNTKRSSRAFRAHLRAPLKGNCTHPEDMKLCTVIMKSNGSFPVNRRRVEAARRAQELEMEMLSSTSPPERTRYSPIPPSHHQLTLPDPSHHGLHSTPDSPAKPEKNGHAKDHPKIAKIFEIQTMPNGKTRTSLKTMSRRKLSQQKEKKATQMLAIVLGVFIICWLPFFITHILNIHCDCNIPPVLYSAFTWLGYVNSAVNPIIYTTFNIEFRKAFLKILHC
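Tetracycline-induced Hek293 Trex D2 cells, force-coupled to calcium, loaded with no-wash calcium dye. Compound added with 180 s kinetic read for agonism, then EC20 dopamine and a further 180 s read for potentiation.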
RXFP1 agonist: RXFP1 (human) receptor agonism | HEK293T-RXFP1 cAMP TR-FRET, 30 min; response scale: percent of porcine relaxin response, buffer zero | Potency, µM (highest dose often 57.5 µM), without a hit: top-dose activation, actives largely listed as activators | 370,000 compounds, 0.3% hits | AID 2676; note: potency is the fitted concentration of half-maximal effect; % is set by controls: 0 for no effect and ±100 for the full control effect; nearly all actives have a fitted effect of over 60% in size; many of its hits are not listed in these tables
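Agonist response is measured as cAMP accumulation in an RXFP1-transfected HEK293T line under PDE4 inhibition. Values are scaled between buffer-only and 29 nM porcine relaxin, and EC50s come from standard Hill equation fits.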
GRP78 ERSR act: inducers of ER stress response in human glioma cells; Potency, µM, for the others: at the highest dose activation, usual class: activators; 420,000 compounds, 0.02% hits; U87-MG GRP78 promoter luciferase reporter, 16 h; note: potency is the fitted concentration of half-maximal effect; series mostly up to about 76 µM; % of control where 0% means no effect; nearly all actives have a fitted effect of over 35% in size
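Stably transfected U87-MG human glioma cells carrying a GRP78-based luminescent sensor were seeded at 1000 cells/well, pin-dosed with compounds and incubated 16 h. Luciferase reagent was then added, and end-point luminescence was read after 10 min at room temperature.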
LDHA block: LDHA (human) enzyme inhibition; purified LDHA, NADH/diaphorase-resazurin fluorescence; stronger effect = lower value; activity change, % (values are at about 110 or 230 µM); P00338; 480,000 compounds, 0.15% hits; in the data active = activity change below about -30%; inconclusive = mostly about -25% to -30%;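 note: plate controls were DMSO wells for no effect and wells without enzyme for full effect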
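LDH5 2 nM; NADH 0.06 mM, pyruvate 0.2 mM; 200 mM Tris pH 7.4, EDTA, Tween-20; 5 min RT. Detection: diaphorase 0.133 mg/mL + resazurin 37 µM, fluorescence ex540/em590 at 0 and 20 min; normalized to enzyme-free and DMSO wells.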
Vif-A3G inh: blocks the Vif interaction with human APOBEC3G. Q9HC16. HeLa A3G-eYFP + Vif (tagged APOBEC3G with the HIV-1 protein that degrades it), YFP fluorescence, overnight. Potency, µM (top dose mostly 46.1 µM), without a hit: at the highest dose activity, negative = active, usual class: inhibitors. 410,000 compounds, 0.076% hits. AID 602310;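 note: potency is the fitted concentration of half-maximal effect; % is set by controls: 0 for no effect and ±100 for the full control effect; nearly all actives have a fitted effect of over 60% in size; hits raise eYFP signal because A3G escapes Vif-driven loss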
Target sequence (Q9HC16 whole entry, looked up): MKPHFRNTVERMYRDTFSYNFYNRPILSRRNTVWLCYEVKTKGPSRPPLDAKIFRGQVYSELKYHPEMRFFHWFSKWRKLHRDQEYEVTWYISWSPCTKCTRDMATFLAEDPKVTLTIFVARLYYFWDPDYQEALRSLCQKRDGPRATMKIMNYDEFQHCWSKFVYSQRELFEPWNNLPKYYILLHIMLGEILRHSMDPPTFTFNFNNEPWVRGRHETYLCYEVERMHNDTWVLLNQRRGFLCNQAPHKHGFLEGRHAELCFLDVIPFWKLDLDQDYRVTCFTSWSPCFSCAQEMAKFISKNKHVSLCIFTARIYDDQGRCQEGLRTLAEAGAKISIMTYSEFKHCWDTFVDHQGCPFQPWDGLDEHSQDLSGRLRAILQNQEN
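Read-out is eYFP fluorescence (Ex 488/Em 500-530) from Vif-expressing HeLa A3G-eYFP cells; more signal means A3G escaped Vif-mediated degradation. Cells plated overnight, compound pinned in, incubated overnight at 37 deg C.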
Vif-A3F inh: inhibitors of Vif-A3F interaction; Potency, µM (series often up to 46.1 µM), inactives show top-dose activity, negative = active; HeLa A3F-eYFP + Vif (tagged APOBEC3F with the HIV-1 protein that degrades it), YFP fluorescence increase; AID 602313; 390,000 compounds, 0.2% hits; note: potency is the fitted concentration of half-maximal effect; % of control where 0% means no effect; nearly all actives have a fitted effect of over 65% in size
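HeLa cells stably expressing A3F-eYFP plus Vif, plated and incubated overnight at 37 deg C, then exposed to compounds overnight at 37 deg C. Blocked degradation read as raised yellow fluorescence (Ex 488/Em 500-530).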
* hit, by the source's call; ? = inconclusive; . = no result given; & = joins results of further samples. Unless noted, calls come from the whole dose curve; as a rule, active = well fitted curve in the direction sought with a large enough effect; inconclusive = small, poorly fitted or top-dose-only effect, or another doubt; inactive = no such curve, though single readings can be large; an effect the other way counts as inactive or inconclusive. Only part of the results is shown; the hit share may differ from the screen's.

SMILES	D1 potentiator	D1 agonist	D1 antag	D2 potentiator	RXFP1 agonist	GRP78 ERSR act	LDHA block	Vif-A3G inh	Vif-A3F inh
C=CCn1c(=O)c2ccccc2n2c(SCC(=O)Nc3sc(C)c(CC)c3C(=O)OCC)nnc12	-10	3	-3	6	4.4%	-4%	-2	-1%	-3%
CC(=O)Nc1ccc(NC2=C(Cl)C(=O)c3ccccc3C2=O)cc1	-10	4	-58*	7	-3.9%	-15%	35	1%	6%
C/C=C/c1ccc(OC)c(OC(C)=O)c1	-6	1	-76*	19	-0.8%	-3%	-1	3%	3%
O=C(NNS(=O)(=O)c1ccc([N+](=O)[O-])cc1)C1CCCCC1	1	0	-15	0	-0.7%	-8%	-2	0%	-9%
CC(C)C[C@H]1CN([C@@H](Cc2ccc(O)cc2)CN2CCC[C@@H]2CN2C(=O)C(=O)NC[C@@H]2Cc2ccccc2)C(=O)C(=O)N1CC1CCCCCC1	.	.	.	.	.	18%	-3	-5%	?
COc1ccccc1OCC(=O)N(Cc1cccs1)C1CCS(=O)(=O)C1 (stereo not given)	0	-1	-42*	-7	0.4%	-3%	-2	-3%	2%
COc1cc(NC(=O)n2ncc3cc(Cl)ccc32)cc(OC)c1	-2	3	-8	-1	3.3%	3%	6	-1%	-8%
CC(=O)Nc1ccc(S(=O)(=O)N(Cc2ccccc2)Cc2ccccc2)cc1	-1	-1	-24	-4	1.1%	-2%	-2	4%	1%
COc1cccc(NC(=O)C(C)Oc2ccccc2)c1 (stereo not given)	-5	0	-22	-4	0.3%	3%	-4	1%	-15%
C=CCn1c(SCCN2C(=O)c3ccccc3C2=O)nc2scc(-c3ccccc3)c2c1=O	10	0	14	-12	-0.1%	-1%	0	0%	-8%
CCOc1cc2c(cc1OC)C(c1cccc([N+](=O)[O-])c1)NCC2 (stereo not given)	0	1	9	-2	2.6%	1%	-1	1%	-7%
O=C(CNC(=O)c1ccco1)NCC(=O)OCc1ccccc1Br	0	2	-3	8	1.9%	-2%	-1	1%	-16%
C#CCOCCOCCOCCNc1nc(N2CCN(C(=O)[C@H](CCC(=O)O)n3cc(C(N)CO)nn3)CC2)nc(N2CCN(C(=O)[C@H](CCCCN)n3cc(C(N)[C@H](C)CC)nn3)CC2)n1 (stereo not given in full)	-3	3	-40*	-7	-2.0%	.	.	.	.
Cc1cccc(C(=O)O/N=C2/CC3CCC2(C)C3(C)C)c1 (stereo not given)	2	30	33	10	-0.1%	-3%	-1	2%	0%
Cn1c(C(=O)N[C@@H](C(=O)O)c2ccccc2)cc2cc(Cl)ccc21	2	7	9	5	0.8%	-6%	-9	-10%	-26%
C/C(=N\NC(=O)CSc1nc2ccccc2s1)c1cccnc1	-2	5	-16	6	3.5%	-2%	-1	-3%	-22%
CCC(C(=O)Nc1ccon1)c1ccccc1 (stereo not given)	0	7	5	0	3.7%	-4%	-4	4%	2%
COc1ccc(OC)c(NC(=O)CS(=O)(=O)Cc2nc(-c3ccccc3C)oc2C)c1	12	-2	31	.	-1.2%	-4%	0	-2%	-1%
CCOC(=O)C1C(=O)CC(C)(O)C(C(=O)OCC)C1c1ccc(NC(C)=O)cc1 (stereo not given)	4	2	0	22	0.5%	-4%	-5	1%	1%
O=C(C(Cc1ccccc1)n1cccc1)N1CCN(c2cccc(Cl)c2)CC1 (stereo not given)	.	6	14	16	0.8%	-2%	4	5%	6%

A different layout for some results above:
| Compound | D1 potentiator | D1 agonist | D1 antag | D2 potentiator | RXFP1 agonist | GRP78 ERSR act | LDHA block | Vif-A3G inh | Vif-A3F inh |
| --- | --- | --- | --- | --- | --- | --- | --- | --- | --- |
| O=C(C(Cc1ccccc1)n1cccc1)N1CCN(c2cccc(Cl)c2)CC1 (stereo not given) | . | 6 | 14 | 16 | 0.8% | -2% | 4 | 5% | 6% |
| C/C(=N\NC(=O)CSc1nc2ccccc2s1)c1cccnc1 | -2 | 5 | -16 | 6 | 3.5% | -2% | -1 | -3% | -22% |
| CC(=O)Nc1ccc(S(=O)(=O)N(Cc2ccccc2)Cc2ccccc2)cc1 | -1 | -1 | -24 | -4 | 1.1% | -2% | -2 | 4% | 1% |
| CCC(C(=O)Nc1ccon1)c1ccccc1 (stereo not given) | 0 | 7 | 5 | 0 | 3.7% | -4% | -4 | 4% | 2% |

Going on with the list.
SMILES	D1 potentiator	D1 agonist	D1 antag	D2 potentiator	RXFP1 agonist	GRP78 ERSR act	LDHA block	Vif-A3G inh	Vif-A3F inh
COc1cc2ccccc2cc1C(=O)N(CCN(C)C)c1nc2c(C)cccc2s1	-8	4	-2	-21	1.8%	-3%	-2	1%	4%
O=C(NCc1ccc(F)cc1)c1cccc(S(=O)(=O)N2CCCC2)c1	-4	3	-11	11	0.0%	-5%	-9	1%	3%
CCOC(=O)c1c(NCc2ccc3c(c2)OCO3)c2ccccc2[nH]c1=O	0	-3	15	9	2.2%	-3%	-3	0%	.
Cc1ccc(NC(=O)CN(C)C(=O)CSc2nnc(C(F)(F)F)n2C)cc1	8	1	1	25	0.2%	-4%	-4	-5%	-2%
CC1C=Cc2ccccc2N1C(=O)c1ccccc1 (stereo not given)	-6	2	1	4	0.5%	-4%	-7	-11%	-12%
Cc1cc(C2CCCCC2)n(O)c(=O)c1	-2	3	5	10	0.8%	-1%&-6%&6%	-9	?	4%
CC(=O)Nc1sc2c(c1C#N)CCC2	-4	0	-19	-6	2.4%	1%	-2	8%	1%
COc1ccc(Cc2nnc(NC(=O)c3cccc([N+](=O)[O-])c3C)s2)cc1	5	28	8	-4	-0.2%	-1%	0	4%	-14%
O=C(O)c1ccccc1C(=O)O	-2	0	.	-5	0.3%	-2%	-3	4%	2%
COC(=O)c1cc(OC)c(OC)cc1NC(=O)Nc1ccc(OC)cc1OC	-3	0	4	9	2.5%	-1%	-3	-3%	1%
N#Cc1cn(CC(=O)NCCc2c[nH]c3ccccc23)c2ccccc12	-2	8	-2	-3	-0.8%	-1%	-3	-5%	.
Cc1ccc(S(=O)(=O)N2CCC[C@H]2C(=O)NCc2ccccc2Cl)cc1	.	.	.	.	.	-6%	-2	0%	1%
CC(C)CCSc1nc2c(c(=O)[nH]c(=O)n2C)n1CCCc1ccccc1	5	14	-3	-8	1.4%	-5%	0	-2%	0%
O=C(Nc1ccc(F)cc1)c1ccc(S(=O)(=O)NCC2CCCO2)cc1 (stereo not given)	-4	7	2	0	1.5%	-3%	-5	4%	-9%
O=C(CN1C(=O)C2CCCCC2C1=O)Nc1cccc(C(F)(F)F)c1 (stereo not given)	.	.	.	.	.	-3%	-3	3%	-9%
Cc1ccc(-c2cc3ncc(C#N)c(N)n3n2)cc1	-2	-3	6	9	?	3%	-12	-1%	-7%
Cn1nc(-c2ccc(OCC(N)=O)cc2)c2ccccc2c1=O	0	3	-2	-10	0.5%	-1%	0	0%	-4%
CCCCC1=CC2=CC(=O)C(C)(OC(=O)c3cccs3)C(=O)C2=CO1 (stereo not given)	.	.	.	.	.	-4%	2	-14%	-5%
CSc1ncc(Cl)c(C(=O)Nc2ccc(S(=O)(=O)Nc3nccc(C)n3)cc2)n1	7&0	3&-1	-4&-11	9	?	-6%&1%	-7&-1	-5%&-8%	-2%&0%
COc1ccc(NC2CCCN(C(=O)c3cccc(C)n3)C2)cc1OC (stereo not given)	-3	4	7	-8	-2.8%	-4%	9	-1%	-4%
CCc1ccc2c(c1)NC(c1cccnc1)=NC(c1ccc(C(C)(C)C)cc1)=N2	1	2	1	-23	-2.2%	.	-9	.	.
Cc1ccc(NC(=S)N/N=C2/CCCc3c(C)cc(C)cc32)cc1	-1	1	-9	.	-0.7%	-3%	-3	-3%	-15%
COc1ccc(-c2nn(-c3ccccc3)cc2/C=N/Nc2ccccn2)cc1	0	1	-12	-7	0.5%	.	.	.	.
O=C(NCc1cccnc1)Nc1cccc(NC(=O)NCc2cccnc2)c1F	-2	1	-22	-15	-0.1%	1%	-13	-2%	10%
O=C(CCC1CCCN(C(=O)C2=CCCCC2)C1)N1CCN(c2ccccn2)CC1 (stereo not given)	2	1	-4	9	-2.8%	-7%	1	-2%	1%
COc1ccc(CNc2ncc(-c3ccccc3)n2C)c(OC)c1OC	-2	3	-30*	-5	3.3%	-5%	-13	9%	-21%
COC(=O)C(C(=O)OC)c1ccccc1[N+](=O)[O-]	-6	-1	19	-9	-2.8%	-3%	-1	-2%	.
CC1=C(c2ccc(C(C)C)cc2)S(=O)(=O)N=C1N1CCN(c2ccc(F)cc2)CC1	0	4	3	2	1.2%	1%	0	-1%	0%
Cc1cccc(-n2c(=O)cc(N3CCN(c4ccc(F)cc4)CC3)[nH]c2=O)c1	1	0	3	-15	-0.5%	-4%	0	-22%	-3%
CC1CCCCN1C(=O)CSc1ccc(-c2ccc(F)cc2)nn1 (stereo not given)	-6	-1	-7	-1	-2.6%	3%	1	3%	-10%
CCOc1ccc(S(=O)(=O)Nc2nc3ccccc3nc2-n2ccc(=NC(=O)c3cccs3)cc2)cc1	-8	72*	-33*	-4	?	0%	-12	3%	-25%
COc1cc(C(=O)N2CCC(n3c(C)nc4cc(F)ccc43)CC2)cc(OC)c1OC	5	-1	12	18	-0.1%	-3%	-5	-3%	-1%
CCOc1cccc(C2C(C(=O)c3ccco3)=C(O)C(=O)N2c2nnc(C)s2)c1 (stereo not given)	-2	25	-2	-7	27%	0%	3	0%	-5%
COCCCn1c(SCc2cc(=O)[nH]c3ccccc23)nnc1-c1ccco1	-1	0	7	1	1.8%	-1%	-4	3%	-4%
COc1ccc(S(=O)(=O)N2CCSC2c2ccc(OC)c(OC)c2)cc1 (stereo not given)	-2	-1	-8	3	-0.4%	-5%	-5	2%	7%
CCCC(C(=O)NC1CCCC1)N(CCN(CC)CC)C(=O)c1snc(C(N)=O)c1N (stereo not given)	-2	0	-4	13	3.9%	-3%	-10	3%	-3%
CCN(CC)C(=O)Cn1cc(C(=O)C2CC2)c2ccccc21	-3	0	-11	11	1.3%	-4%	-6	0%	8%
O=C(CCc1nc2ccccc2[nH]1)Nc1ccccc1	-3	1	-2	-5	2.4%	-5%	-3	-1%	1%
